HepG2 tox: counter-screen for TGF-b inhibitors: cytotoxicity in HepG2 cells. HepG2 CAGA-GFP viability, ATP luminescence, 18 h. Potency, µM (top dose mostly 46.1 µM), inactives show at the highest dose activity change, negative = cytotoxicity, hits mostly cytotoxic. 410,000 tested, 0.76% active. AID 588856; also: potency is read from the fitted curve at half-maximal effect; some results filed as inactive show a strong effect at the top dose
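CellTiter-Glo luminescence gave cytotoxicity after 18 hours at 37 degrees C. The cells were HepG2 CAGA-GFP in 1% FBS DMEM, stimulated with 500 pg/mL TGF-beta after compound addition. %Activity was normalised to no-cell wells (complete cell-killing) and DMSO (no toxicity), and curves were fitted and classified.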
ATXN2 expr inh: reduces ATXN2 reporter expression in HEK-293 cells. HEK-293 ATXN2-luciferase reporter, luminescence, 24 h. AID 1745845. 360,000 tested, 0.72% active. Potency, µM (titrated, usually from 57 µM), inactives show top-dose activity change, negative = inhibition, most hits filed as inhibitors; also: potency is read from the fitted curve at half-maximal effect; % is scaled to controls: 0 for no effect and ±100 for the full control effect; nearly all actives have a fitted effect of over 55% in size
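ATXN2-luciferase reporter cells (luciferase flanked by upstream and downstream ATXN2 gene portions) were treated 24 h at 37 °C with compounds at up to 57 uM. SteadyGlo luminescence gave expression; GF-AFC fluorescence gave viability.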
IL-1B inflam inh: blocks inflammasome-driven IL-1 beta release. THP-1 LPS/ATP IL-1B secretion, AlphaLISA, 16 h; stronger effect = lower value. 360,000 tested, 4.7% active. activity change, % at 57.5 µM; in the data active = activity change below about -50%; inconclusive = mostly about -30% to -49%; also: % is scaled to controls: 0 for no effect and ±100 for the full control effect
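THP-1 cells pretreated 1 hr with compounds (up to 57.5 uM final), then stimulated with LPS (250 ng/mL final) plus ATP (1.25 mM final); secreted IL-1B measured by AlphaLISA after 16 hr, decreased signal indicating inhibition.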
TGFb SMAD3 inh: inhibitors of TGF-b signaling; HepG2 CAGA-GFP TGF-b/SMAD3 reporter, GFP fluorescence, 18 h; TGF-beta stimulated, 500 pg/mL final; AID 588855; 410,000 tested, 1.2% active; Potency, µM (top dose mostly 46.1 µM), inactives show at the highest dose activity, negative = inhibition, hits mostly inhibitors; also: potency is read from the fitted curve at half-maximal effect; % is scaled to controls: 0 for no effect and ±100 for the full control effect; nearly all actives have a fitted effect of over 65% in size
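First, reporter cells (HEPG2 CAGA-GFP) rested 2 h at 37 degrees C. Next, compounds were pinned in and TGF-beta added to 500 pg/mL final. After 18 h, GFP was imaged per cell and summed per well.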
Nrf2 ARE act: Nrf2 pathway activation | AREc32 ARE-luciferase reporter (MCF7-derived line), luminescence, 24 h | Potency, µM (top dose mostly 46.1 µM), for inactives: top-dose activation, hits mostly activators | 410,000 tested, 0.31% active | AID 624171; also: potency is read from the fitted curve at half-maximal effect; % of control where 0% means no effect; nearly all actives have a fitted effect of over 65% in size
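Steps: seed AREc32_Fluc cells (1000/well, 5% FBS OPTI-MEM); incubate overnight at 37 deg C; add 23 nL compound; incubate 24 hr; add Steady-Glo; hold 30 min RT; read luminescence.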
S2 tox: reduces viability in counter-screen for ATXN expression inhibitors; S2 cells (HEK-293 line with an ATXN2-luciferase reporter) viability, CellTiter-Fluor protease fluorescence, 24 h; 400,000 tested, 0.49% active; Potency, µM (titrated, usually from 56.7 µM), most hits filed as cytotoxic; also: potency is read from the fitted curve at half-maximal effect; nearly all actives have a fitted effect of over 40% in size
A549 tox: counter-screen for Nrf2 inhibitors: cytotoxicity in A549 cells | A549 ARE-Fluc cells, CellTiter-Fluor viability, 18-24 h | Potency, µM (series often up to 46 µM), for the others: at the top dose activity change, negative = cytotoxicity, most hits filed as inhibitors | 390,000 tested, 0.16% active | AID 504648; also: potency is read from the fitted curve at half-maximal effect; % is scaled to controls: 0 for no effect and ±100 for the full control effect
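Cytotoxicity counterscreen: CellTiter-Fluor fluorescence was measured in A549 ARE_Fluc cells after 18-24 h of compound exposure in a concentration series. The subsequent BugLite luminescent read reports ARE-luciferase activity.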
Nrf2 block: inhibitors of Nrf2 signaling; Potency, µM (highest dose often 46 µM), inactives show top-dose activity change, negative = inhibition, actives largely listed as inhibitors; A549 ARE-Fluc reporter, luciferase luminescence, 18-24 h; AID 504444; 360,000 tested, 2.1% active; also: potency is read from the fitted curve at half-maximal effect; % is scaled to controls: 0 for no effect and ±100 for the full control effect; nearly all actives have a fitted effect of over 60% in size
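A549 ARE_Fluc cells, 5000/well, 5% FBS OPTI-MEM; compounds in dose-response, 18-24 h at 37 °C/5% CO2; CellTiter-Fluor viability read (Ex 405/Em 525), then BugLite luciferase luminescence = Nrf2 activity.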
MCF10A rereplic: DNA re-replication induction in MCF 10a cells | MCF 10A DNA re-replication, Hoechst nuclear intensity, 48 h | Potency, µM (top dose mostly 46.1 µM), for inactives: at the highest dose activity, positive = re-replication, actives largely listed as activators | 350,000 tested, 2.9% active; also: potency is read from the fitted curve at half-maximal effect; % of control where 0% means no effect; nearly all actives have a fitted effect of over 50% in size
* marks the source's active call; other numbers are inactive results; i = inactive; ? = inconclusive; . = not tested or not shown; & = joins results of further samples; [ ] = another dose, or the depositor's remark. Unless noted, calls follow the shape of the dose curve; as a rule, active = well fitted curve in the direction sought with a large enough effect; inconclusive = small, poorly fitted or top-dose-only effect, or another doubt; inactive = no such curve, though single readings can be large; an effect the other way counts as inactive or inconclusive. The order is random. Share with any hit: about 8.8%.

SMILES | HepG2 tox | ATXN2 expr inh | IL-1B inflam inh | TGFb SMAD3 inh | Nrf2 ARE act | S2 tox | A549 tox | Nrf2 block | MCF10A rereplic
CCOC(=O)CSc1nnc(CSc2nc(N)c3c(C)c(C)sc3n2)n1-c1ccccc1 | -37.6% | 6.3% | -12.3 | ? | 0.3% | i | 0.5% | 3.7% | 12.1%
CN(C)NC(=O)c1ccc([N+](=O)[O-])s1 | -12.0% | . | 8.5 | -20.3% | 0.2% | i | -1.2% | ? | 11.9%
Cc1c(-c2cccc(NC(=O)c3cccs3)c2)nc2ncccn12 | 8.9% | -2.8% | -7.4 | 7.8% | 2.8% | i | 18.4% | 2.3% | 2.9%
Cc1nn(-c2ccccc2)c(Cl)c1/C=N/NC(=O)c1ccccc1NS(=O)(=O)c1cccs1 | -28.2% | 75.5%[activator] | 0.0 | ? | -0.5%[9.22 µM] | i | -5.9% | ? | ?
CCn1c(O)c(N=Nc2ccc3ccccc3n2)c2ccccc21 | -62.7% | . | ? | ? | 10.2% | i | -7.5% | ? | -1.9%
O=[N+]([O-])c1ccc(S(=O)(=O)Nc2ccccn2)cc1 | 7.2% | -6.3% | 19.6 | 2.2% | 0.3% | i | 7.6% | 1.0% | 1.5%
COCCNC(=O)c1cc2ncc(Br)cn2n1 | -2.4% | 2.0% | 19.8 | -2.6% | -0.2% | i | -3.7% | 5.3% | 1.8%
O=[N+]([O-])c1cccc(S(=O)(=O)NC2CC3CCC2C3)c1 (stereo not given) | -42.3% | 2.0% | 4.7 | ? | -0.5% | . | -3.8% | ? | 27.8%
OC[C@@H](O)[C@@H](O)CO | 1.2% | 0.6% | -6.9 | 3.7% | -0.1% | i | 1.2% | 2.3% | -2.9%
CC(C)OC(=O)N(C)C[C@H]1OCc2cn(nn2)CCCC(=O)N([C@H](C)CO)C[C@@H]1C | -0.3% | -1.8% | 3.3 | 2.4% | -0.7% | i | . | . | .
Cc1ccc(-n2ncc3c(SCC(=O)NNC(=O)C(C)C)ncnc32)cc1 | -8.0% | -8.7% | 0.9 | 10.0% | 0.2% | i | 1.6% | ? | 16.1%
CC1CCCN(S(=O)(=O)c2ccc(Br)s2)C1 (stereo not given) | -1.8% | 0.4% | 19.0 | 6.3% | -0.7% | i | 0.7% | -16.9% | 1.3%
CCOc1ccc(-n2c(SCc3nc(-c4ccccc4C)no3)nnc2-c2ccccc2)cc1 | -2.3% | 1.9% | . | -4.7% | 0.4% | i | 1.1% | 10.4% | .
CCOC(=O)c1ccc(NC(=O)CSc2nc(=O)n(CCN3CCOCC3)c3c2CCC3)cc1 | -0.1% | -8.0% | ? | ? | 4.1% | i | 0.5% | 18.4µM* | 3.7%
CCOC(=O)N1CCN(c2c(N3CCN(c4ccccn4)CC3)c(=O)c2=O)CC1 | -3.4% | -12.4% | -8.2 | -7.8% | -0.5% | i | -0.4% | -12.7% | 0.5%
NS(=O)(=O)c1ccc(NC(=S)N2CCN(c3ccccc3Cl)CC2)cc1 | 0.5% | -13.6% | -3.9 | ? | 2.2% | i | -4.4% | -24.7% | 15.5%
c1ccc(SCCOCCn2cncn2)cc1 | 0.2% | -1.8% | 6.5 | 5.4% | 0.4% | i | 0.0% | -11.3% | 1.9%
CCOc1ccccc1NC(=O)CSc1nnc2[nH]c(=O)cc(-c3ccccc3)n12 | 1.4% | . | . | -8.5% | -0.5% | . | 4.3% | . | .
Brc1cc2c(cc1COc1ccc(-c3nn[nH]n3)cc1)OCO2 | -1.2% | 31.3% | -5.4 | 6.6% | -0.6% | i | 2.6% | . | -8.6%
CC(=O)c1ccc(NC(=O)NCCc2c[nH]c3ccccc23)cc1 | -14.6% | 0.0% | . | 1.8% | 3.3% | i | 9.8% | 39.8% | .
O=C(COC(=O)/C=C/c1ccc(F)cc1)Nc1cc(C(F)(F)F)ccc1N1CCOCC1 | -2.3% | -0.9% | 13.0 | 13.0% | -0.3% | ? | -0.6% | 5.3% | -1.6%
CCOc1ccc(CNC(=O)Cn2cc3c(n2)-c2c(oc(C(=O)N4CCOCC4)c2C)CC3)cc1 | -18.4% | . | . | ? | 3.5% | . | 5.9% | ? | .
COCCCNC(=S)N(Cc1ccccc1)Cc1nc2ccccc2c(=O)[nH]1 | -1.3% | -10.9% | 23.2 | -5.6% | -0.3% | i | 12.1% | -24.1% | -4.8%
CC(C)C(=O)NNS(=O)(=O)c1ccccc1 | 1.5% | 21.1% | 4.5 | -0.9% | -0.8%[9.22 µM] | i | 6.1% | -6.0% | -2.1%
Cc1ccc(NC(=O)COC(=O)Cn2nc(-c3ccc(F)cc3)oc2=O)cc1C | -5.9% | 3.5% | 15.2 | 17.1% | -0.8% | i | -2.0% | 17.1% | -0.5%
Next entries:
SMILES | HepG2 tox | ATXN2 expr inh | IL-1B inflam inh | TGFb SMAD3 inh | Nrf2 ARE act | S2 tox | A549 tox | Nrf2 block | MCF10A rereplic
COCCCNC(=O)CN1C(=O)COc2ccc(S(=O)(=O)N3CCCCCC3)cc21 | 4.0%&1.5% | 6.0% | -7.1 | 5.2%&-1.3% | 0.3%&0.1% | ? | -0.6%&-12.3% | 0.1%&1.9% | -3.2%
Cn1c(=O)c2c(nc(NCCCCO)n2Cc2ccccc2Cl)n(C)c1=O | 0.6% | 6.9% | . | -15.3% | -0.8% | i | 1.0% | -0.5% | .
Cc1ccc(S(=O)(=O)c2c(O)cc(C)c(NS(=O)(=O)c3ccc(Cl)cc3)c2C)cc1 | -71.5% | ? | . | ? | 0.3% | i | -8.0% | ? | .
C(=N\NC(=Nc1ccccc1)c1ccccn1)/c1ccccn1 | -39.9% | ? | 30.0 | -4.3% | 5.3% | i | -8.9% | -25.1% | ?
N/C(Cc1ccc(Cl)cc1)=N\OC(=O)c1cccc2ccccc12 | -29.0% | ? | ? | 8.4% | -2.0% | . | ? | ? | 3.2%
CCOC(=O)c1c(C)[nH]c(C(=O)OC(C)C(=O)NCc2ccccc2)c1C (stereo not given) | -6.0% | ? | -9.1 | 0.4% | -0.5% | i | -8.2% | ? | 8.8%
COC(=O)c1ccc(Cl)c(NS(=O)(=O)c2ccc3c(c2)OCCO3)c1 | -5.2% | -12.3% | 3.5 | -8.0% | -0.3% | i | ? | -9.9% | ?
NC(=O)c1c(NC(=O)c2cnccn2)sc2c1CCCC2 | 1.0% | 3.8% | 7.1 | 4.4% | 0.6% | i | -4.6% | ? | 14.3%
Cc1cc(=O)n2nc(N3CCCC(C(=O)NCc4ccc5c(c4)OCO5)C3)sc2n1 (stereo not given) | -24.7% | 4.4% | -16.6 | 6.1% | 0.4% | i | 17.3% | 11.3% | -6.3%
CCOC(=O)C1CCN(S(=O)(=O)c2cc(C(=O)OC)n(C)c2)CC1 | -36.1% | -13.2% | 20.4 | -22.4% | -1.1% | i | 1.6% | -0.9% | 3.3%
CCOC(=O)CCC(NC(=O)c1ccc(CNc2nc3cc(C(F)(F)F)ccc3nc2C(=O)OCC)cc1)C(=O)OCC (stereo not given) | -29.5% | -23.9% | 4.9 | 0.0% | 0.2% | i | 16.6% | -15.4% | ?
COCCCNC(=O)Cn1cc(/C=C(\C#N)C(=O)NC2CC2)c2ccccc21 | 2.9% | . | -11.6 | 0.5% | -0.2% | i | 0.1% | -14.6% | 7.8%
CN(C)c1ccc(C(=O)c2ccc(N(C)C)c(N)c2)cc1N | -1.3% | 29.7% | -0.8 | 0.3% | 4.0% | i | ? | . | ?
NS(=O)(=O)c1ccc(CCNC(=O)CN2CCN(Cc3cccc4ccccc34)CC2)cc1 | 0.9% | ? | 4.8 | 3.8% | 0.4% | i | -7.0% | ? | 18.4%
CC1CCCN(C(=O)CCS(=O)(=O)c2ccc3c(c2)NC(=O)C(C)S3)C1 (stereo not given) | -51.7% | . | 19.8 | -3.3% | -0.9% | i | 1.8% | 23.4% | 5.9%
CC(=O)c1cccc(NC(=O)CCCN2C(=O)COc3ccc(C)cc32)c1 | -22.8% | . | . | . | 12.2% | . | 6.7% | -12.2% | .
COCCCN(Cc1cccs1)S(=O)(=O)c1c[nH]c(C(=O)OC)c1 | -0.7% | 5.5% | 2.6 | 7.5% | -0.8% | i | -4.6% | -0.8% | 2.0%
CC1=NN(c2cccc(C(=O)O)c2)C(=O)/C1=C\C=C/c1ccccc1 | -57.7% | ? | -102.6* | ? | ? | ? | -19.7% | ? | ?
O=C(NCc1ccco1)C(=O)NCC1OCCN1S(=O)(=O)c1ccccc1 (stereo not given) | -6.3% | -22.6% | 10.1 | 0.8% | 2.5% | ? | 12.8% | 8.9% | -6.2%
O=C(CSc1nnc(-c2ccccc2)c(-c2ccccc2)n1)NC1CCCCC1 | -14.4% | . | . | -5.3% | -0.3% | . | -14.9% | ? | .
Nc1ccc2c(c1)Cc1cc(N)c(Br)cc1-2 | 9.3% | 49.9%[activator] | ? | -6.8% | 6.8% | i | -3.4% | ? | 9.2%
Cc1ccc(-n2c(=O)[nH]cc(C(=O)N3CCc4ccccc43)c2=O)cc1C | -13.6% | 6.2% | 10.3 | -0.5% | -1.0% | i | -14.9% | -22.2% | -4.0%
COc1ccc(-n2c(=O)/c(=C\c3cccs3)s/c2=C(/C#N)C(=O)N2CCN(C)CC2)cc1 | -0.7% | -0.9% | 24.7 | 26.5% | 9.6% | . | -8.8% | -4.9% | ?
